Source: PubChem BioAssay
TbREL1 inh: TbREL1 inhibition, primary screen; P86926; TbREL1 RNA ligation, FRET fluorescence; inhibition, % at 9.66 µM; 89,000 tested, 0.49% active;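 active means inhibition above the mean inhibition across all screened compounds plus 3 SD, cut at about 11% in these data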;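 further: 0% = plate median of test wells and 100% = NSC42067 control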
Target sequence (P86926 whole entry, looked up): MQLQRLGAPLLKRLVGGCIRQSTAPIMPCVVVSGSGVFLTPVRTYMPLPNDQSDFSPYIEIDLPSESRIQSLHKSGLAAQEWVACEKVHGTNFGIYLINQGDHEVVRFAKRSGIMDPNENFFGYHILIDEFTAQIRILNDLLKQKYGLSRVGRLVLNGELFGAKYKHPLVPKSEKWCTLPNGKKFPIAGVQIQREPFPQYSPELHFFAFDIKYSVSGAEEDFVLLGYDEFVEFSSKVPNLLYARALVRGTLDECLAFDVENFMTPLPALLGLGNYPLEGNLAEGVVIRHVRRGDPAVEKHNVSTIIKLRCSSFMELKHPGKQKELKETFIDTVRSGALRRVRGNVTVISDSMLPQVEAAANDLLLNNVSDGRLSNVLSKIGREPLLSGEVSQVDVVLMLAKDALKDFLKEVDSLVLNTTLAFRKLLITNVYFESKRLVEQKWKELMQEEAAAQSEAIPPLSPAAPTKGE
An asterisk follows results filed as active.

CN1CCC(=O)N([C@H](CO)Cc2ccccc2)CC1 was read as TbREL1 inh -3.0.
Screening O=C(Nc1ccc(F)c(Cl)c1)C1Cc2c(-c3ccc(Cl)cc3)ccnc2O1 (stereo unspecified) returned TbREL1 inh 3.8.
`Cc1ccc2nc(CNC(=O)C3CCC(=O)N(Cc4ccccc4F)C3)cn2c1` (stereo unspecified) gave TbREL1 inh 1.2.
For O=c1c(C(c2ccc(F)cc2)c2c(O)nc3n(c2=O)CCS3)c(O)nc2n1CCS2 the results were TbREL1 inh -1.5.
For Cc1ccc(S(=O)(=O)N2CCN(Cc3cc(=O)n4ccccc4n3)CC2)cc1C the results were TbREL1 inh 1.1.
For C[C@@H]1C(c2ccccc2)=NN(c2ccccc2)[C@H]1C(=O)N1CCOC1=O the results were TbREL1 inh -5.1.
Screening N#Cc1cccc(NC(=O)C2CCCN(C(=O)c3ccc(Cl)cc3)C2)c1 (stereo unspecified) returned TbREL1 inh -0.2.
O=C(NCc1cccs1)C1CCN(S(=O)(=O)c2ccc(Br)s2)CC1 was read as TbREL1 inh -1.5.
Screening CCOc1ccc(NC(=O)CSc2nc3nc(C)cc(C)n3n2)cc1 returned TbREL1 inh -1.0.
`Cc1nc2c([nH]1)C1(CCN(Cc3ccccc3)CC1)C(C#N)=C(N)O2` gave TbREL1 inh -4.2.
`O=C(NCCc1ccccc1)c1nc2c(nnn2Cc2ccccc2Cl)c(=O)[nH]1` gave TbREL1 inh 5.4.
Screening O=C(COC(=O)CCC(=O)c1cccs1)NCc1ccco1 returned TbREL1 inh 2.6.
For CCN(CC)c1cc(Oc2ccccc2)ncn1 the results were TbREL1 inh -1.1.
`Cc1cc(C(=O)CCC(=O)Nc2ncccc2O)c(C)s1` gave TbREL1 inh -0.1.
`Nc1ccc(Oc2ccccc2F)nc1` gave TbREL1 inh -0.8.
For Cn1ncc([N+](=O)[O-])c1C(=O)Nc1ccccc1C(=O)O the results were TbREL1 inh 2.7.
O=[N+]([O-])c1ccccc1S(=O)(=O)N1CCN(C2CCCC2)CC1 was read as TbREL1 inh 11.3*.
For C=CCn1c(SCC(=O)Nc2ccc3c(c2)CCC3)nnc1-c1cccs1 the results were TbREL1 inh -0.1.
`CC(C)Nc1nc(NC(C)C)nc(N(C)N)n1` gave TbREL1 inh 3.2.
Screening Cc1ccc([C@H]2C[C@H](n3cc(C4CC4)nn3)[C@@H](O)CN2C(=O)C2CCCCC2)cc1 returned TbREL1 inh -0.6.
For NC(=O)C1CCN(C(=O)c2ccc([N+](=O)[O-])cc2NC(=O)c2cccs2)CC1 the results were TbREL1 inh 3.0.
O=C(CN1C(=O)/C(=C/c2ccccc2F)SC1=S)NC1C=CS(=O)(=O)C1 (stereo unspecified) was read as TbREL1 inh -3.7.
COC(=O)C1CN(Cc2ccccc2)CCS(=O)(=O)N1Cc1cn(Cc2cccc(Cl)c2)nn1 (stereo unspecified) was read as TbREL1 inh 2.5.
For Cc1ccc(N(CC(=O)Nc2ccc(C)cn2)S(=O)(=O)c2c(C)nn(C)c2C)cc1 the results were TbREL1 inh 2.6.
Screening CCN1C(Nc2ccccc2)=NC[C@@H]1C returned TbREL1 inh 1.4.
Screening Cc1c(NC(=O)CN2C(=O)c3ccccc3S2(=O)=O)c(=O)n(-c2ccccc2)n1C returned TbREL1 inh -1.3.
`CC1CCN(C(=O)CN(Cc2ccccc2)S(C)(=O)=O)CC1` gave TbREL1 inh -0.7.
Screening Cc1cccc(C(=O)Nc2sc(C)c(-c3ccccc3)c2C#N)c1 returned TbREL1 inh 3.7.
Cc1ccn2c(c1)nc(=O)c1cc(S(=O)(=O)N3CCCCC3)ccc12 was read as TbREL1 inh 3.2.
Screening CCN(CC)S(=O)(=O)c1ccc2oc(C(=O)Nc3ccc(OC)cc3OC)c(C)c2c1 returned TbREL1 inh -1.9.
Screening COC(=O)C1=C(C)NC2=C(C(=O)CCC2)C1c1cccc(C)n1 (stereo unspecified) returned TbREL1 inh -7.0.
Screening COc1cc(CCCN2C(=O)C(=O)NC[C@H]2Cc2cccc3ccccc23)cc(OC)c1OC returned TbREL1 inh -2.1.
`Cn1c(=O)[nH]c(NC2CCCCC2)c([N+](=O)[O-])c1=O` gave TbREL1 inh 1.7.
Screening CCOC(=O)CSc1nnc(-c2ccc3ncccc3c2)n1C returned TbREL1 inh -0.2.
For CCCCn1c(SCC(=O)/C(C#N)=C(\C)N)nc2ccccc2c1=O the results were TbREL1 inh -0.8.
`O=C(O)c1ccccc1C1Nc2ccccc2C(=O)N1CCCN1CCOCC1` (stereo unspecified) gave TbREL1 inh -1.5.
CCOC(=O)Nc1ccc(S(=O)(=O)N2CCOCC2)cc1 was read as TbREL1 inh 5.7.
`CC1CC2=C(NC(=S)NC2c2ccc(F)cc2)/C(=C/c2ccc(F)cc2)C1` (stereo unspecified) gave TbREL1 inh 3.1.
NC(=O)c1c(NC(=O)CSc2nc(N)cc(=O)[nH]2)sc2c1CCCC2 was read as TbREL1 inh -0.1.
Screening CC(=O)Nc1cccc2ncccc12 returned TbREL1 inh 2.3.
Screening CC[n+]1c(/C=C(\C)OC)sc2ccccc21 returned TbREL1 inh -0.8.
Screening FC(F)(F)c1cccc(Oc2nc(-c3ccccc3)nnc2C(F)(F)F)c1 returned TbREL1 inh 2.3.
For COC(=O)Cn1cnc2c1c(=O)n(C)c(=O)n2C the results were TbREL1 inh 1.1.
For COC(=O)C1=C(C(=O)c2ccccc2)C(c2ccc(OC)c(OC)c2)Nc2nnnn21 (stereo unspecified) the results were TbREL1 inh -2.4.
For COc1ccc(-c2cnn3c(N)c(S(=O)(=O)C(C)(C)C)cnc23)cc1 the results were TbREL1 inh 0.3.
`O=c1[nH]c(=O)c2cc([N+](=O)[O-])cc([N+](=O)[O-])c2[nH]1` gave TbREL1 inh -0.8.
For Cc1cnc(C(=O)Nc2ccccc2F)cn1 the results were TbREL1 inh -2.6.
COc1ccc(N(CC(=O)NC(C)c2ccccc2)S(=O)(=O)c2c(C)noc2C)cc1 (stereo unspecified) was read as TbREL1 inh 1.4.
Screening O=C(Cc1n[nH]c(=O)c2ccccc12)N/N=C/c1cc2c(cc1Cl)OCO2 returned TbREL1 inh 2.7.
Screening COc1cc(CNC2CCCCCC2)cc(OC)c1O returned TbREL1 inh -2.6.
Screening Cc1cc(=O)oc2cc(NC(=O)Cc3ccccc3)ccc12 returned TbREL1 inh 0.9.
`Cc1nc2oc3c(NCc4ccccn4)ncnc3c2c2c1COC(C)(C)C2` gave TbREL1 inh 3.1.
CCOC(=O)N1CCN(C(=O)CN(C)S(=O)(=O)c2ccc(OC)c(OC)c2)CC1 was read as TbREL1 inh 0.6.
For CCOC(=O)CN1C(=O)N[C@@H](c2cccc(C(F)(F)F)c2)[C@H](C(C)=O)[C@H]1C the results were TbREL1 inh -1.5.
`Cc1cccc(OCC(=O)NNC(=O)Nc2cccc(Cl)c2)c1C` gave TbREL1 inh 0.1.
For Cc1cc(C)cc(N2C(=O)C3NN=C(C(=O)OCc4ccccc4)C3C2=O)c1 (stereo unspecified) the results were TbREL1 inh -4.4.
Screening CCOc1ccc(N(CC)S(=O)(=O)c2ccc3c(c2)oc(=O)n3C)cc1 returned TbREL1 inh -1.2.
Screening O=C(OCC#CCSc1nnc(-c2cccc3ccccc23)o1)c1cc2ccccc2o1 returned TbREL1 inh 3.5.
For COc1cccc(-c2ccc3ncnc(NCc4cc(C)cs4)c3c2)c1 the results were TbREL1 inh 4.3.
`Cc1ccccc1CN(c1ccc(C(=O)NCc2cccnc2)cc1)S(C)(=O)=O` gave TbREL1 inh -0.9.
`CC(=O)C1=C(C)N(CC2CC2)C(=O)N[C@H]1c1ccccc1` gave TbREL1 inh 3.4.
O=C(NCCNC(=O)c1cnccn1)c1ccc(Cl)cc1 was read as TbREL1 inh 0.9.
`Cc1ccc2ccc[n+](Cc3ccccc3)c2c1` gave TbREL1 inh 3.1.
Screening COc1ccc(OC)c(N2C(=O)c3ccccc3C2c2nnnn2-c2ccc3c(c2)OCCO3)c1 (stereo unspecified) returned TbREL1 inh -6.0.
For Cn1nc(C(F)(F)F)c(/C=N/OCc2c(Cl)cccc2Cl)c1Cl the results were TbREL1 inh 3.6.
`CC(C)NC(=O)c1ccccc1S(=O)c1ccccc1C#N` (stereo unspecified) gave TbREL1 inh 1.4.
CC1CCN(S(=O)(=O)c2ccc(NC(=O)CSc3ncccc3C(=O)O)cc2)CC1 was read as TbREL1 inh 1.1.
Screening C#CCOCCOCCOCCNc1nc(N2CCN(C(=O)[C@H](CCCCN)n3cc(CN)nn3)CC2)nc(N2CCN(C(=O)[C@H](CCC(=O)O)n3cc([C@@H](N)CCCCN)nn3)CC2)n1 returned TbREL1 inh 5.8.
For NC(=O)c1nsc(C(=O)N(c2ccccc2)C(C(=O)NCC2CCCO2)c2cccs2)c1N (stereo unspecified) the results were TbREL1 inh 2.9.
Screening Cc1ccc(C(=O)NCCN2C3=NC[C@H](C)N3C[C@H]2Cc2ccc(O)cc2)cc1Br returned TbREL1 inh 2.5.
Screening CCCSc1ccc(C(=O)Nc2ccc(Cl)cc2)cn1 returned TbREL1 inh 7.4.
Screening O=C(NCC(c1ccco1)N1CCCCC1)c1ccc2c(c1)S(=O)(=O)c1ccccc1C2=O (stereo unspecified) returned TbREL1 inh 4.1.
`Cc1ccc(NC(=O)COC(=O)C2=COCCO2)c([N+](=O)[O-])c1` gave TbREL1 inh -2.1.
`COc1ccc(/C=C/C(=O)Nc2nc(C)c(C(=O)N(C)C)s2)cc1` gave TbREL1 inh 0.6.
For CC(CC1C(C#N)=C(N)OC2=C1C(=O)CCC2)c1ccccc1 (stereo unspecified) the results were TbREL1 inh 1.8.
Screening N#Cc1c(N)n(-c2cccc(O)c2)c2nc3ccccc3nc12 returned TbREL1 inh 1.0.
For CCOc1ccc2nc(NC(=O)Nc3ccccc3)sc2c1 the results were TbREL1 inh 0.2.
Screening COc1ccc(Cc2nc3ccccc3n2CC(=O)N/N=C/c2ccc(C)cc2O)cc1OC returned TbREL1 inh -3.6.
COc1cccc(CN(C)S(=O)(=O)c2cccs2)c1 was read as TbREL1 inh 0.2.
CCCCOc1ccc(/C=C(\C(=O)O)c2ccc(S(=O)(=O)N3CCCC3)s2)cc1 was read as TbREL1 inh 1.2.
CC1CCCN(C(=O)CSc2nnc(-c3ccc(O)cc3)o2)C1 (stereo unspecified) was read as TbREL1 inh -2.6.
O=C(CCC(=O)NNC(=O)c1ccc([N+](=O)[O-])cc1)NCc1ccccc1 was read as TbREL1 inh 1.7.
S=C(NCCc1ccncc1)Nc1ccccc1 was read as TbREL1 inh -0.3.
`O=C(Cc1c[nH]c2ccccc12)Nc1ccc(Nc2cccnc2)c(-c2ccc(-c3ccccc3)cc2F)c1` gave TbREL1 inh 4.2.
Cc1ccc(-c2c[n+](=O)c3c(n2[O-])CCC3)cc1 was read as TbREL1 inh -0.1.
`C[C@H]1CCC[C@H](O)CC(=O)c2c(O)cc(O)cc2CC(=O)O1` gave TbREL1 inh -1.8.
Screening Cc1cc(C)c(C)c(S(=O)(=O)Nc2ccc(C(=O)N3CCCC3)cc2)c1C returned TbREL1 inh -1.0.
C#CCSc1nccc(-c2nn(-c3ccc(C)cc3)ccc2=O)n1 was read as TbREL1 inh -2.1.
For COc1ccc(-n2c(C)cc(-c3cn4cccc(C)c4n3)c2C)cc1 the results were TbREL1 inh -3.6.
`NCC(=O)NCC(=O)OCc1ccccc1` gave TbREL1 inh 3.7.
Screening CCCCNC(=O)C1CC(c2c(Cl)cccc2Cl)=NO1 (stereo unspecified) returned TbREL1 inh -1.6.
`COc1ccccc1CN(C)C(=O)C(NC(=O)Cc1cccc2ccccc12)C(C)C` (stereo unspecified) gave TbREL1 inh 0.1.
For CSc1nc2nc3c(cn2n1)C(=O)CC(c1ccccc1)C3 (stereo unspecified) the results were TbREL1 inh 6.9.
For COCc1cc(N2CCN(c3ccccc3F)CC2)nc(-c2ccccc2)n1 the results were TbREL1 inh -0.5.
CC1(C2CC2)NC(=O)N(CC(=O)Nc2ccccc2C#N)C1=O (stereo unspecified) was read as TbREL1 inh 0.3.
`CCC(C)N(C)C1CCN(C(=S)Nc2cccc(OC)c2)CC1` (stereo unspecified) gave TbREL1 inh -2.5.
`C/C=C/C1=CC(=O)C[C@H](c2ccc(OC)c(OC)c2)C1` gave TbREL1 inh 5.6.
COc1ccc(/C=C/C(=O)Oc2cccc(/C=N/NC(=O)Cc3ccc(Br)cc3)c2)cc1 was read as TbREL1 inh 0.3.
O=C(CC1CCCC1)Nc1cc(S(=O)(=O)N2CCOCC2)ccc1O was read as TbREL1 inh -2.5.

Entries shown so far containing an aryl thioether with sulfur outside any ring (eleven):
Screening CCOc1ccc(NC(=O)CSc2nc3nc(C)cc(C)n3n2)cc1 returned TbREL1 inh -1.0.
For C=CCn1c(SCC(=O)Nc2ccc3c(c2)CCC3)nnc1-c1cccs1 the results were TbREL1 inh -0.1.
Screening CCOC(=O)CSc1nnc(-c2ccc3ncccc3c2)n1C returned TbREL1 inh -0.2.
For CCCCn1c(SCC(=O)/C(C#N)=C(\C)N)nc2ccccc2c1=O the results were TbREL1 inh -0.8.
NC(=O)c1c(NC(=O)CSc2nc(N)cc(=O)[nH]2)sc2c1CCCC2 was read as TbREL1 inh -0.1.
Screening O=C(OCC#CCSc1nnc(-c2cccc3ccccc23)o1)c1cc2ccccc2o1 returned TbREL1 inh 3.5.
CC1CCN(S(=O)(=O)c2ccc(NC(=O)CSc3ncccc3C(=O)O)cc2)CC1 was read as TbREL1 inh 1.1.
Screening CCCSc1ccc(C(=O)Nc2ccc(Cl)cc2)cn1 returned TbREL1 inh 7.4.
CC1CCCN(C(=O)CSc2nnc(-c3ccc(O)cc3)o2)C1 (stereo unspecified) was read as TbREL1 inh -2.6.
C#CCSc1nccc(-c2nn(-c3ccc(C)cc3)ccc2=O)n1 was read as TbREL1 inh -2.1.
For CSc1nc2nc3c(cn2n1)C(=O)CC(c1ccccc1)C3 (stereo unspecified) the results were TbREL1 inh 6.9.

A portion of the library; rates above refer to the full screens.
